# Screening results as filed in PubChem.
# NR2F2 inh: inhibitors of human COUP-TFII (NR2F2); P24468; HEK293T NGFI-A luciferase reporter, luminescence; inhibition, % at 8.6 µM; hit rate 0.7% among 370,000; AID 686940;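 active = inhibition above a per-plate cutoff, mean inhibition of test wells between control levels plus 3 SD, cut at about 38% in these data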;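 note: cells cotransfected with COUP-TFII expression vector driving the NGFI-A reporter; 0% = median of COUP-TF2 test wells and 100% = reporter-only cells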
# SRC1 inh: human NCOA1 inhibition | Q15788 | HEK293 GAL4-SRC1 luciferase reporter, luminescence | inhibition, % at 3.6 µM | hit rate 0.12% among 360,000;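 active = inhibition above the campaign mean plus 3 SD, with each screening campaign given its own cutoff, cut at about 60% in these data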;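 note: 0% = DMSO treated cells and 100% = gossypol at 36 µM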
# EBV LMP1 NFkB: Epstein-Barr LMP1 NF-kappaB reporter inhibition; LMP1-induced NF-kappaB luciferase reporter cells, luminescence; hit rate 0.69% among 350,000; inhibition, % at 12.5 µM; in the data active = inhibition above about 41%;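 note: 0% = neutral control wells and 100% = reference inhibitor control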
# NOD2 RIPK2 PPI: NOD2-RIPK2 protein interaction inhibition; O43353; CHO BLA complementation NOD2-RIPK2, CCF4 ratio; inhibition, % at 4.98 µM; hit rate 0.38% among 360,000; AID 624267; in the data active = inhibition above about 21%;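 note: 0% = vehicle only and 100% = reference blocker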
# TLR9-MyD88 block: blocks human TLR9 binding to MyD88 | CHO BLA complementation TLR9-MyD88, CCF4 FRET ratio | hit rate 0.21% among 340,000 | inhibition, % at 4.98 µM | AID 504734 | Q9NR96+Q99836;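 active = inhibition above the mean over all tested compounds plus 3 SD, cut at about 21% in these data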;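 note: 0% = DMSO only wells and 100% = clavulanate BLA inhibitor control wells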
# TRAIL sens C8: caspase-8 TRAIL sensitization; NB7+C8 cells + TRAIL, ATPlite viability luminescence; inhibition (viability loss, TRAIL sensitization), % at 10 µM; hit rate 1% among 360,000;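 active = compounds causing at least 50% loss of cell viability in the single-dose screen, relative to plate controls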
# TROY signal inh: blocks TROY-dependent signaling in reporter cells. Q293 LMP1-TROYcd NF-kB luciferase reporter, 4 h. AID 1347056. hit rate 0.98% among 360,000. inhibition, % at 10 µM;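 active = compounds whose plate-normalised and pattern-corrected inhibition of the luciferase reporter signal at the single screening dose is 50% or more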
# LRH-1 inv ag: NR5A2 inverse agonism in reporter assay; HEK293T StAR-luciferase reporter, LRH-1 transfected, 24 h; inhibition, % at 3.6 µM; hit rate 0.13% among 360,000; AID 602396;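 active = inhibition above the mean inhibition of all tested compounds plus 3 SD, cut at about 73% in these data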;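 note: 0% = DMSO wells and 100% = reporter-only cells lacking LRH-1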
# NCOA3 inh: inhibits human SRC3 coactivator. HEK293 GAL4-SRC3 luciferase reporter, luminescence. Q9Y6Q9. hit rate 0.17% among 360,000. inhibition, % at 3.6 µM. AID 588352;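 active = inhibition above a per-campaign cutoff, the mean of all compounds plus 3 SD, cut at about 60% in these data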;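 note: 0% = DMSO-treated cells and 100% = gossypol-treated cells at 36 µM; higher means less SRC3-driven luciferase light from the GAL4 reporter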
# NCOA2 inhibitor: inhibits human steroid receptor coactivator 2 | Q15596 | HEK293 GAL4-SRC2 luciferase reporter, luminescence | inhibition, % at 9 µM | hit rate 0.17% among 370,000;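 active = inhibition above the mean inhibition of all tested compounds plus 3 SD, set per campaign, cut at about 52% in these data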;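 note: 0% = DMSO treated cells and 100% = cells given Gossypol at 36 µM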
# Target sequence (Q15596 whole entry, looked up, the tested form may be a part): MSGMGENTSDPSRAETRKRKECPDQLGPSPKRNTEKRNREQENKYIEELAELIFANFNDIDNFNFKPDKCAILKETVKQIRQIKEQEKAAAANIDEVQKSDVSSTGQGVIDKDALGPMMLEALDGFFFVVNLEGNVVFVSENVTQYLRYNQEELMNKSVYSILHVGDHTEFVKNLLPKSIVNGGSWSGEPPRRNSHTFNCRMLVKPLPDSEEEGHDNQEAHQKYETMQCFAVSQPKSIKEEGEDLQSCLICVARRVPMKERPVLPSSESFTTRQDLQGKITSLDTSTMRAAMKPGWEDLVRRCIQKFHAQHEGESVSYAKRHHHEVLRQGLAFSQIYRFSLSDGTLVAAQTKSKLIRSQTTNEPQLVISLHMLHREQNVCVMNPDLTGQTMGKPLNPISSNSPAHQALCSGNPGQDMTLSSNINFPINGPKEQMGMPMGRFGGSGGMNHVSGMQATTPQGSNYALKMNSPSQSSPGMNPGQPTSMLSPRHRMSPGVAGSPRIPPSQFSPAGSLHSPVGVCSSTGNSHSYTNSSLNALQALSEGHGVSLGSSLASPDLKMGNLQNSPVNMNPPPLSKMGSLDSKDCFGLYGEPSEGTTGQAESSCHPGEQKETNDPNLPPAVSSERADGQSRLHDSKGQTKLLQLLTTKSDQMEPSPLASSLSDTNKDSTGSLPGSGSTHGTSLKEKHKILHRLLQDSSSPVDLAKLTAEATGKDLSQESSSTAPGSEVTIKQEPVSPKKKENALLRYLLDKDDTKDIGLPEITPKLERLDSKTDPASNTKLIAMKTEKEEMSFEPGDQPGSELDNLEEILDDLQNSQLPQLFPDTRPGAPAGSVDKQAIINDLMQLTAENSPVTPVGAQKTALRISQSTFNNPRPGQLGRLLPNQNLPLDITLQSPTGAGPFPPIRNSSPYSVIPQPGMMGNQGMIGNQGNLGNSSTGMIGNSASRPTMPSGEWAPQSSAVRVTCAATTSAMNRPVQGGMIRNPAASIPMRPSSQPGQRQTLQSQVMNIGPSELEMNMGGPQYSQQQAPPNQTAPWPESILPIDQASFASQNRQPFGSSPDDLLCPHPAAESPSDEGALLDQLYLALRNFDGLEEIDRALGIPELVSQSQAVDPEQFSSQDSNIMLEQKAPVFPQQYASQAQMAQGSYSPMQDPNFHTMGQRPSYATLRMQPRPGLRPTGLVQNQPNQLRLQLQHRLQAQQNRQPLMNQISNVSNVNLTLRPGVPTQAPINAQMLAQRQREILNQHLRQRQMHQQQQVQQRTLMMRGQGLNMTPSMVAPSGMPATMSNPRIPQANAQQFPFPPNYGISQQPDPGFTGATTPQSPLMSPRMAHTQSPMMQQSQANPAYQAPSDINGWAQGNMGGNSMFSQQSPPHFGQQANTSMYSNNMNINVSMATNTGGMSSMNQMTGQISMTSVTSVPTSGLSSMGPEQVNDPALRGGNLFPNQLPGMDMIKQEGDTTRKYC
# Vif inh: HIV Vif inhibition; HEK293T cells, Vif self-association by quenched fluorescence, imaging, 24 h; inhibition, % at 7.49 µM; hit rate 0.35% among 340,000; AID 602346; in the data active = inhibition above about 50%, passing the limit was not always enough; note: some results filed as inactive read as strong as hits
# Starred values were filed as active, the others as inactive; / = no result given. Only part of the results is shown; the hit share may differ from the screen's.
nr	structure	NR2F2 inh	SRC1 inh	EBV LMP1 NFkB	NOD2 RIPK2 PPI	TLR9-MyD88 block	TRAIL sens C8
1	O=C(OCc1ccc([N+](=O)[O-])cc1)c1ccc2ccccc2n1	-17	14	3	6	4	-23
2	CCCn1c2ccccc2c2cnn(CC(=O)NCCCN3CCCCC3CC)c(=O)c21 (stereo not drawn)	-6	-15	-3	-1	-22	5
3	O=C(NCc1ccc(N2CCCC2=O)cc1)NC1CCCCC1	1	-14	-8	7	-1	5
4	C/C(=N\NC(=O)COc1cccc(C)c1)c1ccc2ccccc2c1O	-6	-9	15	-1	-2	23
5	CCc1cc(C(=O)Nc2nnc(C3CC3)s2)sc1C	-13	-50	-27	-7	-7	-3
6	CC(C)(C)c1ccc(OCCSc2nc3ccccc3n2CC(=O)O)cc1	2	-34	27	3	-9	1
7	Cc1ccc(C)c(NC(=O)NNC(=O)c2cc3ccccc3cc2O)c1	5	-4	1	10	-1	-8
8	O=C(COc1ccccc1-c1ccccc1)NN=C1CCCC1	-74	-34	-1	13	-6	-6
9	COc1ccc(NC(=O)CSCC(=O)N(C)CC(=O)Nc2cccc3ccccc23)cc1	4	-30	5	-5	1	-9
10	CCn1nnc(NC(=O)c2sc3ccccc3c2Cl)n1	-46	-72	1	5	8	34
11	CCn1c(CNC(=O)C23CC4CC(CC(C4)C2)C3)nnc1SCC(=O)Nc1nnc(C)s1	-6	-3	1	-2	1	-3
12	Nn1c(SCC(=O)NC2CCS(=O)(=O)C2)nc2scc(-c3ccccc3)c2c1=O (stereo not drawn)	-24	8	-1	3	8	9
13	COc1ccccc1NC(=O)c1c(Br)cnn1C	-4	-1	2	-2	-1	16
14	COc1ccc(Cl)cc1NC(=O)c1[nH]nc(OC)c1[N+](=O)[O-]	3	-7	-1	-2	7	-6
15	NNC(=O)c1oc2nc(-c3ccco3)cc(-c3ccco3)c2c1N	17	9	/	-1	/	0

nr	TROY signal inh	LRH-1 inv ag	NCOA3 inh	NCOA2 inhibitor	Vif inh
1	-18	3	10	15	-4
2	-20	5	-17	24	-3
3	-1	-2	10	2	10
4	-17	-14	15	-19	1
5	-46	-52	-29	-12	-11
6	-7	11	-5	7	5
7	-20	19	7	0	0
8	4	-18	-56	3	21
9	-12	8	-37	7	-13
10	-32	-159	-70	-55	-1
11	4	-6	3	-32	19
12	-8	6	2	-9	-1
13	-1	5	9	21	0
14	-10	-6	-5	-30	-11
15	-4	12	17	-2	-8

# Other results follow.
nr	structure	NR2F2 inh	SRC1 inh	EBV LMP1 NFkB	NOD2 RIPK2 PPI	TLR9-MyD88 block	TRAIL sens C8
16	O=C(Nc1cccc(C(=O)N2CCCc3ccccc32)c1)c1ccccc1	21	-4	9	8	-1	10
17	OCCC1CN(Cc2cccn2-c2cccnc2)CCN1CCc1ccccc1 (stereo not drawn)	13	-1	3	2	-5	-25
18	Cc1ccccc1CSCCNC(=O)Nc1ccccc1	8	-3	-39	-10	0	-2
19	O=[N+]([O-])c1cccc2c(N3CCOCC3)ccnc12	-8	8	6	-1	-11	8
20	O=C1[C@H]2[C@@H](c3ccc(F)cc3)N3C(=O)N(c4ccccc4)C(=O)[C@@]3(Cc3ccc(Cl)cc3)[C@H]2C(=O)N1C1CCCCC1	12	-3	7	7	-6	-8
21	Cc1ccc(Cl)cc1NC(=O)CSC(N)=O	-17	2	1	2	-10	-2
22	CCOC(=O)C1=C(O)C(=O)N(c2ccc(S(N)(=O)=O)cc2)C1c1ccc(OC)cc1 (stereo not drawn)	/	-9	-5	-3	2	4
23	COc1cccc(NC(=O)CSc2nnc(NC(=O)C3CC3)s2)c1	1	13	-6	-6	-1	-12
24	Cc1ccc(C(=O)Nc2sc3c(c2C#N)CCCCC3)cc1C	-44	-70	-43	2	-4	6
25	CC(C)CN1C(=O)C(=O)N(CC(=O)NCCCc2ccccc2)C1=O	11	1	5	-13	3	-10
26	CN(CC(=O)Nc1cccc(S(=O)(=O)NC2=NCCC2)c1)Cc1cccc(F)c1	-1	1	4	-1	5	-8
27	Clc1ccc(OCCCN2CCCCC2)c(Br)c1	-41	-84	-19	-2	-6	2
28	CCC(C)(CN(C)C)OC(=O)c1ccccc1 (stereo not drawn)	-7	2	-8	-31	6	-11
29	CC1=C(C(=O)OC2CCCCC2)C(c2cccnc2)n2ncnc2N1 (stereo not drawn)	1	-1	5	7	0	-9
30	Cc1ccc(-n2nnnc2SCC(N)=O)c(C)c1	-17	1	-10	-13	-2	8

nr	TROY signal inh	LRH-1 inv ag	NCOA3 inh	NCOA2 inhibitor	Vif inh
16	19	21	-4	10	1
17	-1	0	20	22	2
18	1	-3	11	-20	1
19	-5	33	-1	10	-11
20	-5	-10	-1	-15	5
21	7	6	-13	7	2
22	-19	-5	0	/	-13
23	5	9	0	4	5
24	-58	-46	-65	-43	/
25	-8	-7	2	-16	/
26	5	-2	-2	-1	17
27	-25	-43	-44	-25	-1
28	-14	3	-16	-8	-1
29	0	4	11	12	-8
30	2	-5	12	7	9

# In another format: results already given.
(18) Cc1ccccc1CSCCNC(=O)Nc1ccccc1
(19) O=[N+]([O-])c1cccc2c(N3CCOCC3)ccnc12
(20) O=C1[C@H]2[C@@H](c3ccc(F)cc3)N3C(=O)N(c4ccccc4)C(=O)[C@@]3(Cc3ccc(Cl)cc3)[C@H]2C(=O)N1C1CCCCC1
(21) Cc1ccc(Cl)cc1NC(=O)CSC(N)=O
(22) CCOC(=O)C1=C(O)C(=O)N(c2ccc(S(N)(=O)=O)cc2)C1c1ccc(OC)cc1 (stereo not drawn)
(23) COc1cccc(NC(=O)CSc2nnc(NC(=O)C3CC3)s2)c1
(24) Cc1ccc(C(=O)Nc2sc3c(c2C#N)CCCCC3)cc1C
(25) CC(C)CN1C(=O)C(=O)N(CC(=O)NCCCc2ccccc2)C1=O
Compound	18	19	20	21	22	23	24	25
NR2F2 inh	8	-8	12	-17	/	1	-44	11
SRC1 inh	-3	8	-3	2	-9	13	-70	1
EBV LMP1 NFkB	-39	6	7	1	-5	-6	-43	5
NOD2 RIPK2 PPI	-10	-1	7	2	-3	-6	2	-13
TLR9-MyD88 block	0	-11	-6	-10	2	-1	-4	3
TRAIL sens C8	-2	8	-8	-2	4	-12	6	-10
TROY signal inh	1	-5	-5	7	-19	5	-58	-8
LRH-1 inv ag	-3	33	-10	6	-5	9	-46	-7
NCOA3 inh	11	-1	-1	-13	0	0	-65	2
NCOA2 inhibitor	-20	10	-15	7	/	4	-43	-16
Vif inh	1	-11	5	2	-13	5	/	/

(26) CN(CC(=O)Nc1cccc(S(=O)(=O)NC2=NCCC2)c1)Cc1cccc(F)c1
Compound	26
NR2F2 inh	-1
SRC1 inh	1
EBV LMP1 NFkB	4
NOD2 RIPK2 PPI	-1
TLR9-MyD88 block	5
TRAIL sens C8	-8
TROY signal inh	5
LRH-1 inv ag	-2
NCOA3 inh	-2
NCOA2 inhibitor	-1
Vif inh	17

# Continuation.
nr	structure	NR2F2 inh	SRC1 inh	EBV LMP1 NFkB	NOD2 RIPK2 PPI	TLR9-MyD88 block	TRAIL sens C8
31	[N-]=C=C1C(=S)NC(=O)[C@H]([n+]2ccccc2)[C@H]1c1ccc(Cl)cc1	14	-27	-9	0	5	-1
32	Cn1c(CNc2ccc(Cl)cc2)nnc1SCC#N	-12	8	3	3	2	-1
33	CCc1ccc(C2CC(c3ccc(C)cc3)n3nc(N)nc3N2)cc1 (stereo not drawn)	-5	-1	-9	-5	14	-8
34	COc1ccc(C/C(C)=N/Nc2nc(C)cc(=O)[nH]2)cc1	3	3	6	-1	-11	-1
35	CSC(=S)NN=C(C)c1cccc(C)n1	7	-21	5	3	9	15
36	O=C(N/N=C/c1ccncc1)c1nc(-c2ccccc2)n2c1CCCCC2	-14	1	0	-6	0	-8
37	O=C1Nc2ccccc2N(O)N1c1ccc(S(=O)(=O)N2CCOCC2)cc1	-1	-9	-3	-5	3	-8
38	CCOC(=O)CC(NC(=O)c1ccco1)c1ccccc1Cl (stereo not drawn)	4	-3	4	-13	3	-22
39	Nc1nc(NCC2CCCO2)nc(Nc2ccccc2)c1[N+](=O)[O-] (stereo not drawn)	5	1	-18	-6	-3	-7
40	Cc1c(NS(=O)(=O)c2ccc(NCCN3CCOCC3)c([N+](=O)[O-])c2)c(=O)n(-c2ccccc2)n1C	8	7	-9	-3	0	5
41	CC(=O)c1ccc(S(=O)(=O)NC2CC(=O)N(c3ccc(Cl)cc3)C2)cc1 (stereo not drawn)	10	-18	1	-3	7	-8
42	Cc1cc(=O)oc(C)c1C(=O)Nc1ccc2nsnc2c1	-2	8	0	-9	-7	0
43	COc1cc(OC)c(NC(=O)Cn2cnc3sc(C)c(S(=O)(=O)N4CCOCC4)c3c2=O)cc1Cl	-10	-15	-3	-8	4	-3
44	CC(C)=C1C2CCC1C1C(=O)N(NC(=O)COc3ccc(Cl)c(C)c3)C(=O)C21 (stereo not drawn)	1	-23	-15	15	4	-4
45	CCN(C(=O)CSc1nc2c(cnn2-c2ccccc2)c(=O)[nH]1)C1CCS(=O)(=O)C1 (stereo not drawn)	-6	-9	-1	-7	-1	-2

nr	TROY signal inh	LRH-1 inv ag	NCOA3 inh	NCOA2 inhibitor	Vif inh
31	8	2	13	-20	-4
32	-3	-6	-13	12	6
33	5	2	-2	-12	1
34	4	-14	13	-9	-3
35	16	-18	-20	-23	4
36	3	-6	15	-3	-2
37	7	-2	7	-1	11
38	0	0	15	-11	/
39	2	3	1	13	-11
40	17	-4	-16	25	5
41	8	-6	-14	-22	-3
42	1	-10	4	8	/
43	15	-5	-10	-48	3
44	-4	-4	-2	-26	-7
45	15	9	19	-10	-3

# Next results:
nr	structure	NR2F2 inh	SRC1 inh	EBV LMP1 NFkB	NOD2 RIPK2 PPI	TLR9-MyD88 block	TRAIL sens C8
46	Cc1onc(-c2c(F)cccc2Cl)c1C(=O)N(Cc1ccccc1)C(C)C	22	16	-14	8	7	12
47	O=C(O)CC(c1ccccc1)c1ccccc1	-18	-1	-1	-7	-5	-13
48	O=C(N/N=C/c1cccc(Cl)c1Cl)Nc1ccccc1	-3	-11	-3	3	-2	5
49	CN(C)S(=O)(=O)c1ccc(Cl)c(NC(=O)COC(=O)C2CCCO2)c1 (stereo not drawn)	-21	0	-20	2	-2	-2
50	COc1ccc(CNC(=O)C2CCCN(c3nccc(C)n3)C2)cc1 (stereo not drawn)	-4	-31	-12	-10	-1	1
51	CNC(=O)CCC(=O)Nc1ccc(C(=O)OC)cc1	2	-14	-3	-6	4	25
52	Nc1c(N(CCC2=CCCCC2)C(=O)C2CC2)c(=O)[nH]c(=O)n1Cc1ccccc1	1	-38	0	-21	3	-2
53	C/C(CC(=O)Nc1cc(Cl)ccc1Cl)=N\NC(=O)c1ccco1	-24	-136	-6	6	-10	-26

nr	TROY signal inh	LRH-1 inv ag	NCOA3 inh	NCOA2 inhibitor	Vif inh
46	17	14	15	-6	-5
47	0	5	-24	9	0
48	-85	-27	6	-12	/
49	1	7	-5	-42	-3
50	6	23	-30	5	-4
51	0	0	8	15	16
52	-5	-6	2	13	/
53	-40	-143	-61	-50	-5
